Screening data (PubChem)
ATXN2 expr inh = reduces ATXN2 reporter expression in HEK-293 cells; HEK-293 ATXN2-luciferase reporter, luminescence, 24 h; Potency, µM (titrated, usually from 57 µM), without a hit: at the top dose activity change, negative = inhibition, most hits filed as inhibitors; 360,000 compounds, 0.72% hits; AID 1745845; note: % is set by controls: 0 for no effect and ±100 for the full control effect; nearly all actives have a fitted effect of over 55% in size
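qHTS (up to 57 uM final) was run with 24 h compound exposure of reporter cells at 37 °C. Each well was multiplexed: SteadyGlo luminescence measured ATXN2-luciferase expression after a fluorogenic Gly-Phe-AFC viability readout (25 uM final).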
HepG2 viability = HepG2 cytotoxicity, counter-screen for TGF-b inhibitors | Potency, µM (highest dose often 46.1 µM), for the others: at the highest dose activity change, negative = cytotoxicity, hits mostly cytotoxic | HepG2 CAGA-GFP viability, ATP luminescence, 18 h | 410,000 compounds, 0.76% hits | AID 588856; note: some results filed as inactive show a strong effect at the top dose
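CellTiter-Glo luminescence gave cytotoxicity after 18 hours at 37 degrees C. The cells were HepG2 CAGA-GFP in 1% FBS DMEM, stimulated with 500 pg/mL TGF-beta after compound addition. %Activity was normalised to no-cell wells (complete cell-killing) and DMSO (no toxicity), and curves were fitted and classified.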
A549 viability = A549 cytotoxicity, counter-screen for Nrf2 inhibitors; A549 ARE-Fluc cells, CellTiter-Fluor viability, 18-24 h; Potency, µM (series often up to 46 µM), inactives show at the top dose activity change, negative = cytotoxicity, most hits filed as inhibitors; 390,000 compounds, 0.16% hits; AID 504648; note: % is set by controls: 0 for no effect and ±100 for the full control effect
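A549 ARE-Fluc cells in 5% FBS OPTI-MEM, 5000 cells/well, rested 2 h then exposed to compounds in concentration-response for 18-24 h at 37 °C. Viability by CellTiter-Fluor fluorescence (Ex 405/Em 525) after 30 min; luciferase luminescence (BugLite, 15 min, RT) read afterwards.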
TGFb inhibitor = blocks TGF-b signaling; 410,000 compounds, 1.2% hits; HepG2 CAGA-GFP TGF-b/SMAD3 reporter, GFP fluorescence, 18 h; TGF-beta stimulated, 500 pg/mL final; Potency, µM (highest dose often 46.1 µM), for the others: top-dose activity, negative = inhibition, most hits filed as inhibitors; note: % is set by controls: 0 for no effect and ±100 for the full control effect; nearly all actives have a fitted effect of over 65% in size
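Inhibition was scored as loss of TGF-beta-induced (500 pg/mL final, 18 hours, 37 degrees C) GFP in HEPG2 cells carrying a CAGA-GFP reporter, in DMEM with 1% FBS. Well GFP was summed per cell; Activity was normalised to unstimulated and stimulated DMSO wells, then concentration-response fitting.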
Nrf2 activator = Nrf2 pathway activation; AREc32 ARE-luciferase reporter (MCF7-derived line), luminescence, 24 h; Potency, µM (highest dose often 46.1 µM), for inactives: at the highest dose activation, actives largely listed as activators; AID 624171; 410,000 compounds, 0.31% hits; note: % of control where 0% means no effect; nearly all actives have a fitted effect of over 65% in size
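Luminescent ARE reporter assay in AREc32_Fluc cells: overnight plating at 37 deg C, 24 hr compound incubation, Steady-Glo added, 30 min RT before reading.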
MCF10A rerep = DNA re-replication induction in MCF 10a cells. MCF 10A DNA re-replication, Hoechst nuclear intensity, 48 h. Potency, µM (titrated, usually from 46.1 µM), without a hit: at the highest dose activity, positive = re-replication, actives largely listed as activators. 350,000 compounds, 2.9% hits. AID 624296; note: % of control where 0% means no effect; nearly all actives have a fitted effect of over 50% in size
S2 tox = cell viability loss in ATXN counter-screen; Potency, µM (top dose mostly 56.7 µM), actives largely listed as cytotoxic; S2 cells (HEK-293 line with an ATXN2-luciferase reporter) viability, CellTiter-Fluor protease fluorescence, 24 h; 400,000 compounds, 0.49% hits; AID 651635; note: nearly all actives have a fitted effect of over 40% in size
Nrf2 block = blocks Nrf2 signaling. 360,000 compounds, 2.1% hits. A549 ARE-Fluc reporter, luciferase luminescence, 18-24 h. AID 504444. Potency, µM (highest dose often 46 µM), without a hit: at the top dose activity change, negative = inhibition, actives largely listed as inhibitors; note: % is set by controls: 0 for no effect and ±100 for the full control effect; nearly all actives have a fitted effect of over 60% in size
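Quantitative HTS in A549 cells stably bearing an antioxidant response element-firefly luciferase construct. Inhibition of Nrf2-driven transcription was scored by luminescence after 18-24 h of compound exposure at 37 °C.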
EPAC2 antag = antagonists of human EPAC2; Q8WZA2; EPAC2 GEF exchange of Rap1B-BODIPY-GDP, fluorescence; Potency, µM (series often up to 114 µM), for the others: at the highest dose activity, negative = inhibition, most hits filed as inhibitors; 360,000 compounds, 0.18% hits; note: % is set by controls: 0 for no effect and ±100 for the full control effect; nearly all actives have a fitted effect of over 45% in size; many of its hits are not listed in these tables
Target sequence (Q8WZA2 whole entry, looked up): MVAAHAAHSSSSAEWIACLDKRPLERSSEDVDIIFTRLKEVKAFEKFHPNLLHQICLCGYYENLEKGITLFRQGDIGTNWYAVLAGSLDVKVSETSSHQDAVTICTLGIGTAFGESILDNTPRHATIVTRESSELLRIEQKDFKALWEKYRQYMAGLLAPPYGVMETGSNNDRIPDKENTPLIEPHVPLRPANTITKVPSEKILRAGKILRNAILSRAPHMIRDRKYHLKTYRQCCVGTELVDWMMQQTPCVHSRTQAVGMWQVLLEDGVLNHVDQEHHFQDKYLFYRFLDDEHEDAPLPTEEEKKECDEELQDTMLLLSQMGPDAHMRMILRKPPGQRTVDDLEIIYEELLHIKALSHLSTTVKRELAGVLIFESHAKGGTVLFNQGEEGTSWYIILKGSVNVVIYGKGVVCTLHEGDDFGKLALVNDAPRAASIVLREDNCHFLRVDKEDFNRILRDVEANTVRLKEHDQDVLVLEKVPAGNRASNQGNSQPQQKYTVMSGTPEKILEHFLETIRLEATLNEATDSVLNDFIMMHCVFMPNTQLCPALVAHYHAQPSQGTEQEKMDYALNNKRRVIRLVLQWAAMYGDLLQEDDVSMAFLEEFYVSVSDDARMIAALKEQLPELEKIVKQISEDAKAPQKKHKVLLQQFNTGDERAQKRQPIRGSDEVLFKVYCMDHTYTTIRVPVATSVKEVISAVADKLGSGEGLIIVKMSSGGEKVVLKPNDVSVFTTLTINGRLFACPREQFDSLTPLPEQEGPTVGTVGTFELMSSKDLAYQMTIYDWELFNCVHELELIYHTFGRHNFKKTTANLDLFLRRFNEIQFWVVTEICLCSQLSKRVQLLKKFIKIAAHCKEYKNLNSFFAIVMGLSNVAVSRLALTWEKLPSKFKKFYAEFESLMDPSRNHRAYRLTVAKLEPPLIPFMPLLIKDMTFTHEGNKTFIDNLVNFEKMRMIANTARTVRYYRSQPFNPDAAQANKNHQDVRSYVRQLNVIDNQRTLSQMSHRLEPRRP
Starred values were filed as active, the others as inactive; i = inactive; ? = inconclusive; · = no result given; & = joins results of further samples; ! = not active in a repeat; [ ] = dose if it differs, or a comment. Calls come from the whole dose curve; as a rule, active = well fitted curve in the direction sought with a large enough effect; inconclusive = small, poorly fitted or top-dose-only effect, or another doubt; inactive = no such curve, though single readings can be large; an effect the other way counts as inactive or inconclusive. Potency is the fitted concentration of half-maximal effect.

SMILES | ATXN2 expr inh | HepG2 viability | A549 viability | TGFb inhibitor | Nrf2 activator | MCF10A rerep | S2 tox | Nrf2 block | EPAC2 antag
CC(C)(CNC(=O)c1cccc(NS(=O)(=O)c2ccc(Br)cc2)c1)N1CCOCC1 | -1.5% | -18.0% | -5.1% | -0.4% | -0.9% | ? | i | -9.2% | 7.4%
Cc1csc(NC(=O)C2CC(=O)N(Cc3ccco3)C2)n1 (stereo not drawn) | 6.9% | 7.3% | 5.2% | -5.0% | 0.5% | -3.9% | i | ? | 0.1%
O=C(Nc1ccc(Br)cc1F)c1ncoc1-c1ccco1 | 0.5% | -16.6% | 5.7% | -13.9% | ? | · | i | · | ·
CN1CCCC1=Nc1ccccc1 | · | 5.7% | · | 6.9% | 0.4% | · | i | · | -2.5%
Cc1ccc(N2C(=O)CS/C2=C(\C(Cl)=C(Cl)Cl)[N+](=O)[O-])cc1 | -12.6% | -33.5% | -26.8% | 4.2% | ? | 2.1% | i | -25.5% | -1.4%
COc1ccc(C)c2sc(N(CCN(C)C)C(=O)c3cccc(N4C(=O)CCC4=O)c3)nc12 | -16.7% | -3.8% | -10.6% | 17.7% | 0.5% | 4.1% | ? | -3.7% | 2.3%
O=[N+]([O-])c1ccc(Oc2ccc(-c3nnco3)cc2)c(Cl)c1 | -8.4% | -3.5% | ? | -4.7% | 0.5% | 5.1% | i | -21.2% | 2.1%
O=C(NCCS(=O)(=O)NCC1CCCO1)c1ccccc1 (stereo not drawn) | 2.0% | -34.5% | 9.0% | -1.1% | 0.1% | 12.7% | i | 0.5% | -3.9%
COc1cccc(C2=NOC(C(=O)Nc3ccccc3SC)C2)c1 (stereo not drawn) | -1.7% | -4.1% | -0.4% | 18.1% | 1.7% | 4.4% | i | -6.9% | -0.6%
COc1ccc(Nc2nc(-c3ccc(C)cc3)nc3ccccc23)c(OC)c1 | · | -31.4% | 13.6% | ? | -0.6% | · | · | · | ·
CC(=O)NNC(=S)NC(=O)c1ccc(C)cc1 | · | 13.0% | 6.8% | 1.9% | -0.9% | -2.5% | i | ? | -4.3%
Cc1cccc(Cn2c(CNS(=O)(=O)c3ccc4c(c3)CCCC4)nc3cccnc32)c1 | · | -33.7% | -14.4% | ? | 0.3% | · | · | · | ·
CCN(CC)S(=O)(=O)c1cc(C)c(C)cc1OCC(=O)NC1CCCC1 | 4.6% | -10.7% | -17.7% | 5.0% | 0.3% | 9.6% | i | ? | -13.3%
COC(=O)c1ccc(CNC(=O)CNc2cc(C(F)(F)F)ccc2N2CCOCC2)cc1 | -10.7% | -4.1% | -1.3% | -6.4% | -0.8% | 12.4% | i | 3.8% | 2.9%
O=C(CC1CCCC1)N1CCCC(Nc2cccc(F)c2)C1 (stereo not drawn) | 1.0% | -10.4% | -4.7% | ? | -0.6% | ? | i | 3.9% | -6.0%
O=C(c1ccc([N+](=O)[O-])cc1)N(Cc1ccccc1)c1ccccn1 | 3.6% | 13.6% | 2.5% | 13.2% | -0.2% | 22.8% | i | -1.3% | -1.3%
S=C(Nc1ccc(Cl)cc1Cl)N1CCOCC1 | 0.0% | 9.5% | -2.9% | -1.9% | 0.2% | -0.5% | i | 1.1% | -5.4%
COc1ccc(N2CCN(C(=O)c3cc4ccc5cccnc5c4[nH]3)CC2)cc1 | · | -4.4% | 9.8% | -12.3% | -0.9% | · | · | 5.6% | ·
FC(F)(F)c1cnc(N2CCCN(C(=S)Nc3ccccc3)CC2)c(Cl)c1 | ? | -58.3% | -9.3% | ? | 3.1% | ? | i | ? | -22.0%
Cn1c2c(c(=O)c3ccccc31)CCC(C)(C)O2 | 4.9% | 4.7% | -1.5% | 2.2% | 0.4% | 3.9% | i | 13.8% | 5.7%

Record cards (already shown). Order of values: ATXN2 expr inh | HepG2 viability | A549 viability | TGFb inhibitor | Nrf2 activator | MCF10A rerep | S2 tox | Nrf2 block | EPAC2 antag
S=C(Nc1ccc(Cl)cc1Cl)N1CCOCC1 in the list: 0.0% | 9.5% | -2.9% | -1.9% | 0.2% | -0.5% | i | 1.1% | -5.4%
COC(=O)c1ccc(CNC(=O)CNc2cc(C(F)(F)F)ccc2N2CCOCC2)cc1 in the list: -10.7% | -4.1% | -1.3% | -6.4% | -0.8% | 12.4% | i | 3.8% | 2.9%
CCN(CC)S(=O)(=O)c1cc(C)c(C)cc1OCC(=O)NC1CCCC1 in the list: 4.6% | -10.7% | -17.7% | 5.0% | 0.3% | 9.6% | i | ? | -13.3%
Cc1cccc(Cn2c(CNS(=O)(=O)c3ccc4c(c3)CCCC4)nc3cccnc32)c1 in the list: · | -33.7% | -14.4% | ? | 0.3% | · | · | · | ·

(continued)
SMILES | ATXN2 expr inh | HepG2 viability | A549 viability | TGFb inhibitor | Nrf2 activator | MCF10A rerep | S2 tox | Nrf2 block | EPAC2 antag
CC(=O)Nc1ccc(N/C(N)=N/c2nc(C)cc(C)n2)cc1 | 12.7% | 0.0% | 0.1% | 9.9% | 0.1% | 6.2%[9.22 µM] | i | -28.6% | 5.6%
COc1ccccc1CNC(=O)c1ccc(CS(=O)(=O)c2c(Cl)cccc2Cl)o1 | -8.2% | -0.8% | 21.5% | -31.6% | 0.6% | · | i | -4.6% | ·
c1ccc(CN2CCC3(CC2)Nc2ccccc2CO3)cc1 | ? | -13.9% | 12.4% | -3.3% | -0.2% | 1.5% | i | · | -8.0%
COc1ccc(N2CCN(C(=O)CSc3nnc(-c4ccc5[nH]c(C)c(C)c5c4)o3)CC2)cc1 | 3.4% | 0.1% | -0.5% | 5.6% | -0.2% | -13.2% | i | -14.2% | -11.1%
CCOc1ccccc1NC(=O)c1cc2c(Cl)nc3ccccc3c2s1 | -4.8% | -2.7% | -2.5% | -20.2% | 0.2% | · | i | 0.5% | ·
O=C(NCc1ccc2c(c1)OCO2)C(=O)NCC1OCCN1S(=O)(=O)c1ccc(Cl)cc1 (stereo not drawn) | 1.4% | -6.5% | -4.9% | -13.1% | -0.1% | -1.4% | i | 25.9µM* | -2.8%
CCN(CC)CCNC(=O)C1CCN(S(=O)(=O)c2c(C)noc2/C=C/c2ccccc2F)CC1 | 12.6µM* | 14.1µM*! | 10.7%&-9.0% | ? | ? | ? | ? | 22.6% | 1.8%
CC1=CC(C)(C)N=C(Nc2ccc(C)cc2)S1 | 30.5% | -45.6% | -4.1% | 0.3% | 4.7% | ? | i | ? | 4.3%
Cc1ccc2nc(NC(=O)CC3Oc4ccccc4NC3=O)sc2c1 (stereo not drawn) | -1.4% | -9.7% | 6.7% | ? | -1.2% | 3.4% | i | 11.7% | 7.4%
CCc1cc(=O)oc2cc(OCC(=O)O)c(Cl)cc12 | 1.7% | 1.0% | -3.8% | 4.8% | 0.1% | -2.6% | i | 6.3% | 8.7%
CC(C)n1cc(CN2CCC(Oc3ccc(C(=O)N4CCCCC4)cc3)CC2)cn1 | 4.5% | -5.1% | -5.0% | -1.2% | -0.6% | -2.9% | i | 6.0% | 8.9%
O=C(CNc1cccc(S(=O)(=O)N2CCCCC2)c1)Nc1ccc(C(F)(F)F)cc1 | · | -25.1% | · | -26.8% | 3.9% | · | ? | · | -20.6%
Cc1ccccc1-c1csc(N)n1 | 14.9% | -2.3% | 3.6% | 12.0% | 3.7% | 4.3% | i | ? | 0.8%
CCN(CC(=O)Nc1cc(Cl)ccc1C)C(=O)CSCc1ccccc1 | 1.5% | 0.5% | -6.3% | 21.6% | 1.9% | 11.4% | i | -0.5% | -1.3%
CCOC(=O)Cn1nc2oc(=O)c(CCN3CCN(c4ccccc4OC)CC3)c(C)c2c1C | · | -0.9% | · | 0.4% | 0.3% | · | i | · | 0.5%
CC1CCN(c2ccc3nnc(CCC(=O)N4CCN(c5ccc(F)cc5)CC4)n3n2)CC1 | -15.4% | -18.0% | -7.2% | -21.7% | 0.3% | -0.3% | i | -17.1% | -3.9%
COc1cccc(CNC(=O)C2CCN(S(=O)(=O)c3cnc[nH]3)CC2)c1 | -14.8% | -24.5% | -3.2% | -6.4% | -0.9% | 1.0% | i | 0.0% | 21.9%
CSc1ncccc1C(=O)NCc1ccc(C)cc1 | -16.7% | -5.7% | 3.0% | 2.0% | 2.4% | -1.5% | i | -6.0% | -4.6%
O=C(c1ccccc1Cl)N1CCN(C(=O)C2CCCO2)CC1 (stereo not drawn) | 0.1% | 3.3% | 2.3% | 7.6% | 0.0% | -7.3% | i | 8.5% | 2.2%
COC(=O)c1ccccc1NC(=O)c1cc(C)no1 | 21.2% | 14.8% | 3.6% | 9.1% | 3.7% | 3.6% | i | 1.1% | 5.1%
CCCNC(=O)COC(=O)c1ccccc1OCC(=O)Nc1ccc(Br)cc1 | 3.2% | -26.0% | -0.8% | 3.9% | -0.1% | -3.6% | i | -16.8% | -2.1%
Cc1cc(C)cc(NC(=O)CC23CC4CC(C2)CC(n2nnc(C)n2)(C4)C3)c1 | -6.0% | -17.2% | -8.4% | -29.1% | 4.0% | ? | i | ? | -28.7%
COc1ccc(N(CC(=O)NCc2ccc(C)cc2)S(=O)(=O)c2c(C)noc2C)cc1 | -7.7% | 3.9% | 1.2% | 10.1% | -1.1% | 0.3% | i | 14.4% | 4.2%
Cc1onc(-c2ccccc2)c1C(=O)/C=C/N(C)C | · | 23.6% | 14.4% | 16.0% | 1.9% | ? | i | 14.4% | -4.4%
COc1cccc(C(=O)CSc2nnc(-c3cc(OC)c(OC)c(OC)c3)o2)c1 | -12.7% | 0.6% | -2.5% | 10.5% | -0.5% | 0.5% | i | -1.0% | -0.9%
O=S(=O)(c1ccccc1)N1CCn2c(nc3ccccc32)C1 | 19.8% | -9.9% | -4.3% | -7.9% | 0.0% | -0.7% | i | 0.0% | 9.2%
CC1CC(C)CN(S(=O)(=O)c2ccc(NC(=O)CN3CCCCCC3)cc2)C1 (stereo not drawn) | -2.9% | -34.7% | -0.7% | ? | -0.5% | ? | i | 2.9% | 6.5%
C/C=C/c1cccc(-c2nc(C(=O)N3CCOCC3)cc3c2[C@@H](CCO)N(C(=O)NC(C)C)C3)c1 | 5.0% | · | · | · | 0.1% | · | i | · | 0.3%

An excerpt; the hit share may differ from the screen's.
